# High-throughput results: PubChem BioAssay, Broad Institute
# PAX8 reporter = lowers PAX8-driven luciferase in RMG-I cells | 1.2% of 360,000 active | inhibition, % at 12.6 µM | RMG-I TPO-luciferase reporter, SteadyGlo, 24 h;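 active = mean replicate inhibition at least 60% with every replicate also reaching 60%; inconclusive = only one of the two criteria is met; inactive = mean below 60% and not all replicates reaching 60%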;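 note: luciferase light reporting Pax8 driven TPO promoter activity; plate controls were median of neutral control wells for no effect and mitoxantrone controls for full effect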
# ERp5 block = blocks human ERp5 reductase activity on insulin; Q15084; ERp5 insulin aggregation, absorbance 650 nm, 90 min; inhibition, % at 9.99 µM; 0.05% of 350,000 active;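 active = mean replicate inhibition above about 25%, with every replicate also reaching it, limit read from the data, passing the limit was not always enough; inconclusive = only one of those two criteria met; inactive = neither criterion met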
# Target sequence (Q15084 whole entry, looked up): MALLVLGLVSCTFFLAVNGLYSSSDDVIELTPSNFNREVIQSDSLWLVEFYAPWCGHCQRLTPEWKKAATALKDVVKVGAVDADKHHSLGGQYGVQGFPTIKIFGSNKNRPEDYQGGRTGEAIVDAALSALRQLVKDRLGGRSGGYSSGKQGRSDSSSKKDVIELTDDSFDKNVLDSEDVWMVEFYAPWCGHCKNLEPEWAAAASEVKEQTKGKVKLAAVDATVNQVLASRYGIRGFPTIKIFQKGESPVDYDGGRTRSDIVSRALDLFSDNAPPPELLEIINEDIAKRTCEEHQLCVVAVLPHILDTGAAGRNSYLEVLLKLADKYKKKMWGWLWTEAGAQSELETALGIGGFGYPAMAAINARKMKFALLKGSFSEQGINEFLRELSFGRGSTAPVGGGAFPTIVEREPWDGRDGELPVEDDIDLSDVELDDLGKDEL
# GSIS activator = primary screen for activators of insulin secretion dependent on glucose, INS-1E cells, GLuc reporter luminescence; INS-1E GLuc reporter insulin secretion, 2-3 h; activation, % at 16.6 µM; 0.61% of 370,000 active;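 active = lowest replicate activation of at least 40%, so every replicate reaches that level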;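 note: 0% = median of neutral control wells and 100% = median of IBMX positive control wells; some compounds called inactive have numbers as strong as hits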
# DENV2 CPE rescue = inhibitors of DENV2 cytopathic effect; CPE inhibition, % at 9.99 µM; 1.7% of 350,000 active; DENV2-infected cells, cytopathic effect rescue, plate reader; in the data active = CPE inhibition above about 20%, passing the limit was not always enough; inconclusive = no clear call, values can overlap the other calls; tested in BHK-21 cells;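 note: 0% = median of neutral control wells and 100% = median of positive control wells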
# XiGFP reactiv = activators of X-chromosome reactivation in mouse fibroblasts; AID 743238; XiGFP mouse fibroblasts, % GFP-positive cells imaging, 3 d; cells co-treated with 5-aza-dC sensitizer; scaled so ellipticine positive control = 100%; activation, % at 7.58 µM; 0.055% of 360,000 active;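 active = mean normalized replicate activation at least 10% and every replicate at or above 10%; inconclusive = only one of the two criteria met; inactive = mean below 10% and not all replicates reach 10%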;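 note: 0% = median of on-plate neutral control wells and 100% = ellipticine 6 µM median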
#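 material = 68-5-11 XiGFP fibroblast line | medium = DMEM plus 5-aza-dC sensitizer | schedule = 3 days compound exposure | benchmarks = positive control ellipticine, 6 µM final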
# EWS-Fli inh = inhibitors of EWS/Fli oncoprotein transcriptional activity. A673 NR0B1-luciferase reporter, viability-normalised. inhibition, % at 12.6 µM. 0.67% of 350,000 active. AID 651661;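 active = mean inhibition of at least 50% after viability correction, with every replicate also passing that limit; inconclusive = mean reaches 50% but only one of two replicates passes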;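 note: firefly luciferase signal divided by Alamar Blue viability fluorescence both relative to DMSO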
# ARNT-TACC3 inh = ARNT/TACC3 interaction disruption | Q9Y6A5 | AlphaScreen His-ARNT PAS-B/GST-TACC3 binding, luminescence; TACC3 fragment carries E629A point mutation | inhibition, % at 9.99 µM | 0.66% of 390,000 active | AID 623870;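 active = mean inhibition of replicates at least 50% and at least half of replicates each reaching 50%; inconclusive = half or more replicates reach 50% but mean below 50%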;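 note: 0% = complete ARNT plus TACC3 wells and 100% = ARNT alone without TACC3; many hits fall short of the cut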
# CFTR F508del cor = CFTR F508del correction in bronchial cells; CFBE cells, YFP halide quenching; stimulated with forskolin plus potentiator P3; % fluorescence drop versus neutral controls; activity (quench increase), % at 7.58 µM; 0.36% of 350,000 active; AID 720511;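 active = mean added fluorescence quench of at least 8% versus neutral control, with both replicates also reaching 8%; inconclusive = only one of the mean or replicate conditions met; inactive = mean below 8% and not both replicates reaching 8%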;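 note: cells transiently co-express mutant CFTR-F508del with the halide-sensitive YFP; corrector assay measuring rescue of mutant channel to the surface after 24 h compound exposure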
# Starred values were filed as active, the others as inactive; ? = inconclusive; . = not tested or not shown. Only part of the results is shown (hit frequency here may not be typical).
SMILES,PAX8 reporter,ERp5 block,GSIS activator,DENV2 CPE rescue,XiGFP reactiv,EWS-Fli inh,ARNT-TACC3 inh,CFTR F508del cor
O=C(CCN1CC1)OCCOC(=O)CCN1CC1,-6,-4,.,8,-0.1,9,-2,1.7
OCC1OC(n2cnc3cc(Cl)c(Cl)cc32)C(O)C1O (centres undefined),-31,3,-10,-4,0.2,14,.,-1.6
CN1C(=O)N(C)C(=O)C2(Cc3cc([N+](=O)[O-])ccc3N3CCN(C(=O)c4ccccc4)CC32)C1=O (centres undefined),10,-16,-8,1,0.0,1,0,2.3
CCCNC(=O)N1[C@H]2CC[C@@H]1C(C(=O)OC)=C(c1ccc(Cl)c(C(F)(F)F)c1)C2,8,0,-45,1,0.0,11,8,2.2
CN1CCN(C(=O)Cc2ccccc2)CC1,-4,-2,.,16,0.1,2,15,1.9
CC(Cc1ccccc1)NC(=O)C(c1ccc(N)cc1)c1ccc(N)cc1 (centres undefined),-3,0,2,1,0.0,-5,-3,-0.7
N#Cc1ccc(NC(=S)N2Cc3cc(Br)ccc3-n3nncc3C2)cc1,21,3,2,-16,0.1,3,.,0.7
CC(=O)c1c(O)n(-c2cccc(Cl)c2)c(=O)[nH]c1=O (tested in a mixture with another compound),4,3,-11,3,0.1,4,2,4.9
Cc1cnc[nH]1,.,1,-12,1,.,-1,.,-0.4
Fc1ccc(C[n+]2c(-c3ccccc3)cc(-c3ccccc3)cc2-c2ccccc2)cc1,89*,5,-16,-9,0.0,26,.,-1.3
COc1ccc(CC(C)NC2CCCCCC2)cc1 (centres undefined),2,-2,13,?,0.0,4,-6,0.8
Cc1ccc(C2=NCC(=O)Nc3ccc(Br)cc32)cc1,7,4,4,-7,0.0,-8,-1,0.4
CC(C)(C)C(=O)Cn1c(NCCCl)nc2ccccc21,10,3,0,3,0.0,-3,-10,0.5
CC(=O)c1cn(Cc2ccc(C#N)cc2)c2ccccc12,14,1,3,.,0.2,7,.,-0.8
COc1cccc(N2C(=O)NC(=O)/C(=C/c3ccc4c(c3)Cc3ccccc3-4)C2=O)c1,-51,5,2,11,0.1,-17,-3,-1.7
C[N+](C)(C)CCc1ccc(O)cc1,.,-5,8,5,.,-3,-4,-2.8
O=C1CN=C(c2ccccc2)c2c(sc3c2CCCC3)N1,14,-1,.,-4,-0.1,8,-2,-5.3
Cc1cc(/C=C2\C(=O)NC(=O)N(Cc3ccco3)C2=O)c(C)n1-c1ccc(O)cc1,-12,0,-12,4,-0.1,-2,.,2.5
CN(c1ccccc1)c1ccc([N+](=O)[O-])c2nonc12,9,1,-4,8,-0.1,-73,13,-0.5
Cc1cccc(NC(=O)C(C)N2CC=C(c3ccccc3)CC2)c1 (centres undefined),-2,-6,-9,-2,-0.1,12,62*,-0.2
CC1([N+](=O)[O-])COP(=O)(NC2CCCC2)OC1 (centres undefined),1,0,4,-1,0.1,8,-7,-1.0
O=C(NC[C@H]1CC[C@H]2[C@H](CN2Cc2cccnc2)O1)C1CC1,-34,-7,.,0,.,-8,.,3.5
CN1C[C@H](CO)C=C2c3cccc4[nH]cc(c34)C[C@H]21,.,4,-35,11,.,-10,1,-1.4
C/C=C1/C[C@@H](C)[C@](O)(CO)C(=O)OCC2=CCN3CC[C@@H](OC1=O)[C@@H]23,-36,1,2,-3,4.2,11,-11,-18
Cc1ccc(S(=O)(=O)CC(=O)c2cc(C)c(OC(=O)N(C)C)c(C)c2)cc1,3,6,5,-4,0.0,-24,5,4.1

# Some of these compounds in order of molecular weight, ascending:
SMILES,PAX8 reporter,ERp5 block,GSIS activator,DENV2 CPE rescue,XiGFP reactiv,EWS-Fli inh,ARNT-TACC3 inh,CFTR F508del cor
CC(=O)c1c(O)n(-c2cccc(Cl)c2)c(=O)[nH]c1=O (tested in a mixture with another compound),4,3,-11,3,0.1,4,2,4.9
O=C(NC[C@H]1CC[C@H]2[C@H](CN2Cc2cccnc2)O1)C1CC1,-34,-7,.,0,.,-8,.,3.5
C/C=C1/C[C@@H](C)[C@](O)(CO)C(=O)OCC2=CCN3CC[C@@H](OC1=O)[C@@H]23,-36,1,2,-3,4.2,11,-11,-18
N#Cc1ccc(NC(=S)N2Cc3cc(Br)ccc3-n3nncc3C2)cc1,21,3,2,-16,0.1,3,.,0.7

# (continued)
SMILES,PAX8 reporter,ERp5 block,GSIS activator,DENV2 CPE rescue,XiGFP reactiv,EWS-Fli inh,ARNT-TACC3 inh,CFTR F508del cor
Cc1cc(N(CCCl)CCCl)ccc1/C=N/N=C(\N)c1cnccn1,-20,3,-6,3,0.3,-58,16,.
Oc1c(Br)cc(Br)cc1Br,.,-2,6,-17,.,-2,.,2.5
Cc1ccc(/C=C2/C(=O)NC(=O)N(Cc3ccc(F)cc3)C2=O)o1,10,2,-22,-5,-0.1,10,.,1.3
C/C(=N\NC(=O)c1ccncc1)c1c(O)n(-c2ccccc2)c(=O)[nH]c1=O,-20,4,3,-1,-0.1,-1,.,-6.3
COc1ccc2[nH]cc(C(=O)CN(C)C)c2c1,.,1,.,6,.,5,-5,2.5
Cc1cc(OCC(=O)NCC2CCC(C(=O)O)CC2)c2c3c(c(=O)oc2c1)CCC3 (centres undefined),.,0,2,17,.,7,1,1.2
CCn1cc(C(=O)N2CCCCC2)c2ccccc21,-4,-5,2,8,-0.2,10,2,1.8
O=C(N/N=C/c1c(O)n(CCc2ccc(F)cc2)c(=O)[nH]c1=O)c1ccccc1,-13,-1,.,-4,0.5,2,.,-1.5
COc1ccc(C(c2c(O)c3ccccc3oc2=O)c2c(C)n(C)n(-c3ccccc3)c2=O)cc1 (centres undefined),0,.,-2,.,0.4,.,-6,.
C#C[C@]1(O)[C@H](O)CC2C3CC[C@H]4C[C@@H](O)CC[C@]4(C)C3CC[C@@]21C (some centres undefined),-70,1,24,-9,0.0,4,.,-5.9
O=C1NC(=O)C2(CCCC2)C(=O)N1,-5,4,10,4,0.0,4,-2,2.9
Clc1ccc(C(Cl)(Cl)Cl)c(Cl)c1,.,2,10,4,.,1,.,-0.8
C#C[C@]1(O)CCC2C3CC=C4C[C@H](O)CC[C@]4(C)C3CC[C@@]21C (some centres undefined),-5,2,.,6,0.0,2,3,1.2
COc1cccc(C(=O)C2CCCN(Cc3ccc4nsnc4c3)C2)c1 (centres undefined),14,2,-23,14,0.3,-8,10,-0.1
COc1cccc(CN2CCNCC2)c1OC,9,3,16,4,0.1,7,0,-0.6
CC(=O)N(C1=NCCCS1)c1ccc(Cl)cc1,1,-5,-6,0,0.4,-5,0,0.2
Cc1ccc(OCCOc2cccc(C=C3C(=O)NC(=O)NC3=O)c2)cc1,25,0,-1,6,0.0,17,1,1.5
CCC[N+]12CCC(CC1)C(=C(c1ccccc1)c1ccccc1)C2,-34,.,14,.,0.4,.,-3,.
O=C(Cc1ccccc1)OCC(=O)c1ccccc1,-10,-10,-10,-4,0.0,.,-3,-1.6
O=C(N/N=C/c1c(O)n(Cc2ccccc2)c(=O)[nH]c1=O)c1ccncc1,7,3,0,8,0.2,-1,.,-0.3
Cc1ccc(/C=C2\C(=O)NC(=O)N(CCc3ccc(F)cc3)C2=O)o1,-2,1,6,.,0.0,11,4,2.7
CC1CN1P(=O)(Oc1ccccc1)N1CC1C (centres undefined),-17,4,7,-3,-0.1,-14,-2,-0.2
COc1ccc(OC)c(CN2CCCC(C(=O)c3sccc3C)C2)c1 (centres undefined),0,6,-6,-8,0.0,42,6,2.0
C[C@]12CCC3C(CC[C@@H]4[C@H]5O[C@H]5CC[C@]34C)C1CC[C@@H]2O (some centres undefined),.,5,-20,16,0.0,3,3,-0.6
Cc1cccc(C)c1NC1=NCCCS1,-5,4,-25,-2,0.0,6,-1,-1.8

# Single values from the results shown.
# Reading for C#C[C@]1(O)CCC2C3CC=C4C[C@H](O)CC[C@]4(C)C3CC[C@@]21C (some centres undefined) in XiGFP reactiv: 0.0
# Reading for OCC1OC(n2cnc3cc(Cl)c(Cl)cc32)C(O)C1O (centres undefined) in PAX8 reporter: -31

# Entries of single compounds, quoted from the list.
# OCC1OC(n2cnc3cc(Cl)c(Cl)cc32)C(O)C1O (centres undefined) is listed with PAX8 reporter: -31; ERp5 block: 3; GSIS activator: -10; DENV2 CPE rescue: -4; XiGFP reactiv: 0.2; EWS-Fli inh: 14; ARNT-TACC3 inh: .; CFTR F508del cor: -1.6
# CCCNC(=O)N1[C@H]2CC[C@@H]1C(C(=O)OC)=C(c1ccc(Cl)c(C(F)(F)F)c1)C2 is listed with PAX8 reporter: 8; ERp5 block: 0; GSIS activator: -45; DENV2 CPE rescue: 1; XiGFP reactiv: 0.0; EWS-Fli inh: 11; ARNT-TACC3 inh: 8; CFTR F508del cor: 2.2

# New compounds follow.
SMILES,PAX8 reporter,ERp5 block,GSIS activator,DENV2 CPE rescue,XiGFP reactiv,EWS-Fli inh,ARNT-TACC3 inh,CFTR F508del cor
Clc1cccc(CNCCc2ccc3c(c2)OCO3)c1,-4,-1,25,0,0.0,-6,-1,-2.8
COC(=O)[C@@H]1[C@@H](CO)[C@@H]2Cn3c(ccc(-c4cccnc4)c3=O)[C@H]1N2CCc1ccccc1,11,2,2,6,0.4,0,-42,-2.3
O=C(Cc1ccccn1)N1CCCCN2[C@H](CO)[C@@H](c3ccc(-c4ccc(F)cc4)cc3)[C@@H]2C1,-19,-3,-6,2,0.1,1,-1,-1.3
C[C@H]1CN([C@@H](C)CO)C(=O)CCCn2nncc2CO[C@@H]1CN(C)C(=O)Oc1ccc2ccccc2c1,.,-5,-13,1,0.4,-5,0,-1.0
COc1ccc(C(c2ccc(OC)cc2)C(Cl)(Cl)Cl)cc1,.,-5,34,3,.,-9,.,-2.1
O=c1[nH]c(=S)[nH]c(O)c1N=Nc1cc(S(=O)(=O)Nc2ccc(Cl)cc2)ccc1Cl,6,9,-12,?,-0.1,6,7,-1.0
COc1cccc(-c2sc3ccccc3c2-c2ccc(OCCN3CCOCC3)cc2)c1,9,-7,17,1,0.0,15,12,4.9
CCCCCn1c(=O)c(C(=O)NCCc2ccccc2)c(O)c2ccccc21,17,1,13,-9,-0.1,10,3,1.4
Nc1nc(SCCC(F)=C(F)F)n[nH]1,-6,-37,-13,13,0.0,-6,26,-1.8
COc1ccc(C(=O)C2CCCN(Cc3cccc(C)n3)C2)c(OC)c1 (centres undefined),9,3,38,15,-0.2,15,0,0.8
CC(=O)OC1N=C(c2ccccc2Cl)c2cc(Br)ccc2N(C)C1=O (centres undefined),14,0,.,7,-0.1,-1,2,0.0
O=C(Cn1nc(-c2ccccc2)ccc1=O)N1CCC2(CC1)OCCO2,-1,2,7,-6,0.3,-7,-8,-0.5
Nc1ccccc1C(=O)c1ccccc1,-5,2,16,3,-0.1,4,-2,-0.3
COc1ccc(C(=O)C2CCCN(CCO)C2)c(C)c1 (centres undefined),-9,2,-3,3,0.0,6,-8,-1.1
CCOc1cc(C=O)ccc1O,.,-7,-7,15,.,7,-12,3.5
NNC(=O)c1nc[nH]c1C(=O)Nc1ccc(Cl)cc1C(=O)c1ccccc1,14,-3,1,-4,0.1,2,-1,-1.1
CCCOP(=O)(O)c1c([N+](=O)[O-])cc(C(F)(F)F)cc1[N+](=O)[O-] (tested in a mixture with another compound),.,-4,4,.,.,1,4,2.9
